High-throughput results as filed in PubChem.
KDM5B inhibitor – inhibitors of human KDM5B histone demethylase; Potency, µM (titrated, usually from 57.7 µM), inactives show at the top dose activity change, negative = inhibition, hits mostly inhibitors; AID 1347165; hit rate 2.6% among 220,000; Q9UGL1; KDM5B demethylase, FDH-coupled NADH fluorescence (FDH is formaldehyde dehydrogenase); active = well fitted inhibition curve with a large enough effect; inconclusive = small, poorly fitted or top-dose-only effect; inactive = no such curve, though single readings can be large or run the other way; also: 0% is about no effect; nearly all actives have a fitted effect of over 70% in size
Target sequence (Q9UGL1 whole entry, looked up): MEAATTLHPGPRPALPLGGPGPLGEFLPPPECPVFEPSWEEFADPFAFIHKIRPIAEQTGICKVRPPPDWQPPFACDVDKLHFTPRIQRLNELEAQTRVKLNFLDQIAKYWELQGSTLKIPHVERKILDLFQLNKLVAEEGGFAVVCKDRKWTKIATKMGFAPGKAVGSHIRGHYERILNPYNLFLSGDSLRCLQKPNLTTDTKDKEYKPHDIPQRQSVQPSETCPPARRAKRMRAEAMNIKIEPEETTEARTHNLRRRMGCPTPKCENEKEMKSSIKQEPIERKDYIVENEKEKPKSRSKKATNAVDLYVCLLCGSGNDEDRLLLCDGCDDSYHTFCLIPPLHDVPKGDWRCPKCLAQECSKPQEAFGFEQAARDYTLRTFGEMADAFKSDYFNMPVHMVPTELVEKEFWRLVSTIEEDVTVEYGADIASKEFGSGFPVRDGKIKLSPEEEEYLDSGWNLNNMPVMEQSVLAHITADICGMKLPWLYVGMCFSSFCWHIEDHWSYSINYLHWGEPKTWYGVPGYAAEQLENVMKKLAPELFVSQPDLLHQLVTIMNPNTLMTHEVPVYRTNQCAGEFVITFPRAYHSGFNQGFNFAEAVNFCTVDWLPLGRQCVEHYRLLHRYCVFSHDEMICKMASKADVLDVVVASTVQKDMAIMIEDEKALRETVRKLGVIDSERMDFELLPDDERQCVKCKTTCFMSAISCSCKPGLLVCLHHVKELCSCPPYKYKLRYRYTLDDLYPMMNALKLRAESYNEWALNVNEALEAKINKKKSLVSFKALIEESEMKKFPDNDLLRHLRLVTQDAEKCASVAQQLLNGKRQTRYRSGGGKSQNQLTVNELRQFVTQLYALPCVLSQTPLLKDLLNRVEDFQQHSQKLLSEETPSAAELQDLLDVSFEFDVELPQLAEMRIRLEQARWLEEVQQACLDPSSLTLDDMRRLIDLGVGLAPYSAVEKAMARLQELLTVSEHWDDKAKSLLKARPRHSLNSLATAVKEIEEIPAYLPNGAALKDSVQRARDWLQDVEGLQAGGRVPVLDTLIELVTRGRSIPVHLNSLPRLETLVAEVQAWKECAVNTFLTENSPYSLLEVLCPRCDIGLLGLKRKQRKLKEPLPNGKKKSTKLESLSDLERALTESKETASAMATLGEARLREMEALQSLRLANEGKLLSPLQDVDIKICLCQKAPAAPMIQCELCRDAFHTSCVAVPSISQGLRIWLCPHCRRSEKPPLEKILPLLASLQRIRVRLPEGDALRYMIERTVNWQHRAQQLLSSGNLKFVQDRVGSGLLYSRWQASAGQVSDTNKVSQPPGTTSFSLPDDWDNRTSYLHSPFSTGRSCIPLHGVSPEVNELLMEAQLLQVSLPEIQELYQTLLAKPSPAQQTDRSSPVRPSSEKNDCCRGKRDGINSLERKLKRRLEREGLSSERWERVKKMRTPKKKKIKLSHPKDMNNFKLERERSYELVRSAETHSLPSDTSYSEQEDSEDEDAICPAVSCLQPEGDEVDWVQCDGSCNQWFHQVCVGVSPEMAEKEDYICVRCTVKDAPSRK
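KDM5BΔAP (200 nM final) in 50 mM HEPES pH 7.5, 0.01% Tween-20 was preincubated 10 min at RT with compound over a concentration range. Substrate mix (H3K4me3 12.5 µM, α-KG 25 µM, Fe²⁺, ascorbate, NAD⁺, FDH) was added, and NADH fluorescence change over 30 min gave dose-response curves.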
* hit, by the source's call; i = inactive; ? = inconclusive; & = joins results of further samples; [ ] = remark or other dose. Potency is read from the fitted curve at half-maximal effect. This is a subset; count on the stated rates, not on these rows.

SMILES	KDM5B inhibitor
N#C/C(=C\c1ccc(-c2ccc(C(=O)O)cc2)o1)c1nc2ccccc2[nH]1	?
O=C(COc1ccccc1)Nc1ccc(-c2nnc3n2CCCC3)cc1	-21%
Cc1cc(=O)n(CC(=O)Nc2cccc(F)c2)c(-c2ccc(F)cc2)n1	8%
O=C(COc1ccc(Cl)cc1)OCCCC(=O)c1ccc(F)cc1	-23%
Cc1ccc(C(=O)/C=C\N(C)C)cc1C	-20%
CCc1ccc(NC(=S)N2CCN(S(=O)(=O)c3ccccc3)CC2)cc1	15%
N/C(=C\C(=O)C(F)(F)F)c1ccc(Cl)cc1	-8%
Cc1c(Cl)cccc1NS(=O)(=O)c1ccc2[nH]cc(C(=O)NC3CCCC3)c(=O)c2c1	-23%
Cc1ccc(C(=O)NCCn2c(C)cc3ccccc32)cc1[N+](=O)[O-]	-12%
CN1CCc2nc3sc(C(=O)Nc4c(F)cccc4F)c(N)c3cc2C1	?
CCOC(=O)CNC(=S)SC	17%
COc1ccccc1C(=O)N1CCC2(C1)NC(=O)c1ccccc1O2 (centres undefined)	-18%
CCN(Cc1cccs1)C(=O)NCC(c1ccco1)N(C)C (centres undefined)	-10%
CC(C)NC(=O)NC1CC2(CCN(C(=O)c3ccccc3)CC2)c2ccccc21 (centres undefined)	-2%[115 µM]
COc1cccc(Nc2sc(C(=O)c3ccc(F)cc3)c(N)c2C(=O)NCc2ccc(C)cc2)c1	291%[activator]
O=C(Cc1ccccc1)Nc1c(NCC2CCCCC2)c2ccccc2oc1=O	-8%
CC(=O)Nc1ccc(S(=O)(=O)N2C[C@@H]3C[C@H](C2)c2ccc(-c4ccccc4C)c(=O)n2C3)cc1	25µM*
Cc1cc(SSc2nc(C)cc(C)n2)nc(C)n1	?
O=C(c1cc(COc2ccc(F)cc2Cl)on1)N1CC[C@@H]2CCCC[C@H]2C1	-1%
N#Cc1nc(/C=C/c2ccccc2Cl)oc1N1CCN(C(=O)c2ccco2)CC1	?
CCCCNC(=O)c1ccc(-c2nc(CN3CCc4ccccc43)c(C)o2)cc1	?
CCOc1ccc(OCC)c(NS(=O)(=O)c2ccc3c(c2)CCCN3C(C)=O)c1	1%
O=C(NCC(O)CO)c1ccc(OC2CCN(CCc3ccccc3)CC2)cc1 (centres undefined)	20%
CCCCn1c(NCc2cc(Br)ccc2O)nc2ccccc21	2%
NC(=O)Cc1c[nH]c2ncc(-c3cccc(CO)c3)cc12	32µM*
Cc1ccsc1C(=O)C1CCCN(Cc2ccc(C#CC(C)(C)O)cc2)C1 (centres undefined)	-24%
CC(C)(C)c1cc[n+](-c2[nH]c(=O)sc2/C=N/NC(=O)c2ccccc2[O-])cc1	-19%
COc1nc2c(cc1CNC(=O)CN1CCOCC1)C(=O)N(C1CCCC1)C2	15%
O=C(COC(=O)COc1ccc(Br)cc1)Nc1ncc(C(F)(F)F)cc1Cl	-11%
CCN1C(=O)CCN(C(=O)N(C)C)CC12CCOCC2	31%
CCn1cc(C(=O)N[C@@H]2CN(Cc3ccccc3)C[C@H]2CN(C)C)cn1	-28%
CCOc1cc(=O)n2c(c1C(=O)Nc1ccc(Cl)cc1)CCCC2	-25%
CCCCCNC(=O)c1nnn2cc(C)[nH]c(=O)c12	-2%
CN(Cc1ccccc1C(F)(F)F)C(=O)c1ccc(C(F)(F)F)cc1	1%
O=C(N/N=C/c1ccccn1)c1ccc2nc[nH]c2c1	-35%
Cc1cccc(C(=O)N(Cc2nc(-c3ccc(Cl)cc3)no2)C(C)C)c1	-4%
CN(C1CCOCC1)C1CCN(C(=O)c2ccc(Cl)cc2)CC1	-14%
Cc1ccccc1Nc1nc(N)nc(COc2ccccc2C(=O)NCc2ccccc2)n1	10%
CC1CCc2c(sc3nnn(CCCCOc4ccc(Cl)cc4)c(=O)c23)C1 (centres undefined)	-5%
O=C(Nc1ccc(F)cc1F)N[C@H]1C[C@H]2C(=O)NC[C@@H](CCC(=O)N3CCC(O)CC3)N2C1	-28%

Laid out differently: results already given
> Cc1cccc(C(=O)N(Cc2nc(-c3ccc(Cl)cc3)no2)C(C)C)c1
- KDM5B inhibitor = -4%

> CN(C1CCOCC1)C1CCN(C(=O)c2ccc(Cl)cc2)CC1
- KDM5B inhibitor = -14%

> Cc1ccccc1Nc1nc(N)nc(COc2ccccc2C(=O)NCc2ccccc2)n1
- KDM5B inhibitor = 10%

> CC1CCc2c(sc3nnn(CCCCOc4ccc(Cl)cc4)c(=O)c23)C1 (centres undefined)
- KDM5B inhibitor = -5%

Later entries
SMILES	KDM5B inhibitor
CC(C)(C)OC(=O)N1CC(c2cncnc2)C1	11%[230 µM]
O=C(O)c1ccccc1CSc1nnc2c(n1)[nH]c1ccccc12	-20%
Cc1ccc(OCCNC(=O)CCc2ccccc2)cc1C	12%
O=C(Cc1ccc(F)cc1)N1CCC2(CC1)NC(=O)N(Cc1ccc(F)cc1)C2=O	-3%
COc1ccc(-n2ncc(C(=O)NCCc3ccsc3)c2C2CCN(C(=O)OC(C)(C)C)CC2)cc1	6%
FC(F)(F)c1ccc(CN2CC[C@H](c3nc4cc(Cl)ccc4o3)C2)cc1	?
CC(=O)N1CCN([C@H]2[C@@H]3OC[C@@H](O3)[C@@H](NCc3cnc4ccccc4c3)[C@@H]2O)CC1	16%[86.2 µM]
COc1ccc(-c2ccc3ncc(Nc4cccnc4OC)n3n2)cc1OC	22µM*
Cc1cc(OCC(=O)Nc2ncn[nH]2)ccc1Cl	-11%
CN1CC2(CCN(C(=O)NCc3ccco3)CC2)CC(c2ccccc2)C1=O (centres undefined)	53%[activator]
O=S(=O)(N/N=C/c1ccc2c(c1)OCO2)c1ccc(Br)cc1	3%
CC(=O)Nc1ccc2c(c1)S(=O)(=O)N=C(CC(C)C)N2c1ccccc1	14%
Cc1cccc(C(=O)N2CCC(Oc3cccnc3)C2)c1 (centres undefined)	-8%
CSc1nccc(NC(=O)c2ccc(C(C)(C)C)cc2)n1	-5%
O=C(O)CCOc1ccccc1-c1ccccc1	14%
COc1ccc(CN(CCCC#N)C2CC2)cc1	2%
Cn1cccc1C(=O)NCC1CCCCC1	-6%
Cc1cccc(NC(=O)CN2c3ccccc3S(=O)(=O)c3ccccc32)c1C	-13%
Cc1ccc(NC(=O)CC2(C(=O)O)CCCC2)c(C)c1	28%
CC(C)(C)C(=O)N1CCC(c2nn(-c3ccc(F)cc3)c(=O)[nH]2)CC1	6%[86.2 µM]
CC1CN(C(=S)Nc2ccccc2C(F)(F)F)CC(C)O1 (centres undefined)	13%
COc1ccc(/C=C/C(=O)Oc2ccccc2C)cc1	-31%
CCN(CC)c1cc(CCC(=O)N2CCN(c3ncccn3)CC2)ccn1	?
COCC1CN(Cc2ccc(OC(F)(F)F)cc2)CC12CCNCC2 (centres undefined)	-25%
COc1ccc(C(C)NC(=O)CN2C(=O)C(c3ccccc3)=NC2(C)C)cc1 (centres undefined)	11%
O=S(=O)(c1ccc(Sc2nnnn2C2CC2)nc1)N1CCOCC1	-3%
COc1cccc(C(=O)NC(=O)Nc2ccc(-n3nc(C(F)(F)F)cc3C(F)(F)F)cc2)c1	-24%
COc1cc(C(=O)NCC2COc3ccccc3O2)cc(OC)c1C (centres undefined)	-3%
c1ccc(Nc2nc(CSc3nnc4n3CCCCC4)cs2)cc1	-20%
O=C(Cc1ccc2c(c1)CCC2)Nc1ccc(-c2nccs2)cc1	?
CNC(=O)[C@@H]1CN(C(=O)c2ccc3c(c2)OCO3)C[C@H]1c1nc(COC)no1	-4%
CCOC(=O)c1nc(N(Cc2ccccc2)C(C)C)c2ccccc2n1	11%
Cc1cccc2cc3cccc(C)c3nc12	?
Cc1ccc2nc(-c3ccc(NC(=O)COc4ccccc4)cc3)sc2c1	?
O=C1NCCCC1C(=O)N1CCC2(CC1)Nc1ccccc1NC2=O (centres undefined)	-9%
C=CCn1c(C)cc(C(=O)CSc2nc3cc([N+](=O)[O-])ccc3o2)c1C	23%
CCN(CC)c1ccc(NS(=O)(=O)CC)cc1C(=O)O	-16%
CC(C)c1ccc(NC(=O)CCNS(=O)(=O)c2ccc3c(c2)oc(=O)n3C)cc1	6%
CC(C)C(=O)NCCSCc1cccs1	15%
Cc1cccc(-n2c(-c3ccccc3)cn3c4c(=O)[nH]c(=O)n(C)c4nc23)c1	-8%
CCOC(=O)CNC(c1ccccc1)c1cc(Br)ccc1NC(=O)c1cccc(Cl)c1 (centres undefined)	?
O[C@@H]1CN(CC2CCNCC2)CC[C@H]1c1ccc2ccccc2c1	?
COCC(=O)N[C@H]1C[C@@H](c2nc(-c3ccc(OC(F)(F)F)cc3)no2)N(C)C1	-23%[86.2 µM]
O=C(/C=C/c1ccncc1)c1cc(Cl)ccc1O	?
Cc1cccc(OCC2(CNCc3nccs3)C[C@@H](O)[C@@H](O)C2)n1 (some centres undefined)	?
CCC(=O)N1CCc2cc(Br)cc(S(=O)(=O)CCC(=O)NCCc3cccc(C)c3)c21	-19%
CN(CC(=O)Nc1ccc(Cl)cc1)C(=O)CNC(=O)c1ccc2ccccc2c1	-11%
COc1ccc(-c2nc3cc(Cl)ccc3o2)cc1	-21%
O=C(Cc1ccccc1)NCC1CN(Cc2ccc(C(=O)O)cc2)CC12CN(c1ccccc1)C2 (centres undefined)	-30%
CC(NC(=O)CCc1c[nH]c2ccccc12)c1ccccc1 (centres undefined)	6%
Cc1ccccc1-c1cc(C(=O)O)c2ccc(C)c(C)c2n1	217%[activator]
O=C(NCc1ccccc1F)C(=O)NCC(c1ccc2c(c1)OCO2)N1CCOCC1 (centres undefined)	12%
C/C(CC(=O)Nc1cccc2c1CCCC2)=N\NC(=O)c1ccc(Cl)cc1Cl	18%
O=C(c1nnc(CN2CCN(c3ccccn3)CC2)n1-c1ccccc1)N1CCC[C@@H]1c1cccc(F)c1	12%
CCS(=O)(=O)N1CCCc2cc(C(=O)Nc3cc([N+](=O)[O-])ccc3C)ccc21	-27%
COc1ccccc1-c1ncc(CNc2ncncn2)s1	?
O=C(O)CCCC(=O)c1ccc2c(c1)OCCOCCOCCOCCO2	6%
CSc1nnc(NC(=O)c2cc(=O)c3cc(C)cc(C)c3o2)s1	10%&9%
O=C(Nc1cccc(S(=O)(=O)N2CCCCCC2)c1)c1cccc2cccnc12	?
COC(=O)CNC(=O)c1cc(-c2ccccc2OC)c2nncn2n1	-11%[149 µM]
(list continues)
SMILES	KDM5B inhibitor
COc1ccc(CN2CCC([C@H]3[C@@H](OC)C(=O)N3C(C)C)CC2)cc1CN1CCCC1	?
C(=C\c1cccs1)/c1ccccn1	3%
Cn1c(=O)oc2cc(S(=O)(=O)N3CCCC(C(=O)N4CCN(c5ccc(Cl)cc5)CC4)C3)ccc21 (centres undefined)	-12%
N#Cc1c(N)sc2c1CCCCC2	-21%
COc1ccccc1-c1nocc1CCC(=O)O	-15%
COc1ccccc1C(=O)NC1(C(F)(F)F)C(=O)Nc2c1c(=O)[nH]c(=O)n2CCc1ccccc1 (centres undefined)	-2%
O=C(Nc1ccccc1Cl)c1cnc(N2CCOCC2)c2ccccc12	-13%
CCCC(CCC)=NNC(=S)NC1CCCCC1	-17%
CCSc1nc2c(c(=O)n(C)c(=O)n2C)n1Cc1ccc(Cl)cc1	21%
CCOC(=O)N1CCN(C(=O)/C(=C/c2cccs2)NC(=O)c2ccc(OC)c(OC)c2)CC1	-5%
CCN1CCC2(CC1)Oc1c(OC)cccc1C1CC(c3ccc(Cl)cc3)=NN12 (centres undefined)	?
Cn1c(=O)c2c(ncn2CC(=O)Nc2ccc3c(c2)OC2(CCCC2)O3)n(C)c1=O	-17%
O=C(Cc1ccc(NC(=O)N2CCSc3ncccc32)cc1)NCc1ccccc1Cl	?
CCN(CC)c1ccc(NC(=O)CCCCC(=O)Nc2ccc(N(CC)CC)cc2)cc1	12%
CC(C)C(N)c1cccs1 (centres undefined)	6%
CN(Cc1ccccc1)c1nc2c(c(=O)n(C)c(=O)n2C)n1Cc1ccc(Cl)cc1	-2%
COc1ccc(CCNC(=O)CCCn2c(=O)c3ccccc3n(Cc3ccccc3C)c2=O)cc1OC	8%
CC1CCN(CC2CCCN(C(=O)C3(c4ccccc4)CC3)CC2)CC1 (centres undefined)	29%
COc1ccc(NC(=O)Cn2c(-c3ccccc3)nc(C)cc2=O)cc1	-13%
COc1cc(OC)c(C#N)c(SCc2ccccc2)c1	4%

Retrieved by structure from above, 4 records:
SMILES	KDM5B inhibitor
CCOC(=O)N1CCN(C(=O)/C(=C/c2cccs2)NC(=O)c2ccc(OC)c(OC)c2)CC1	-5%
CCSc1nc2c(c(=O)n(C)c(=O)n2C)n1Cc1ccc(Cl)cc1	21%
CCN1CCC2(CC1)Oc1c(OC)cccc1C1CC(c3ccc(Cl)cc3)=NN12 (centres undefined)	?
O=C(Nc1ccccc1Cl)c1cnc(N2CCOCC2)c2ccccc12	-13%

(more compounds)
SMILES	KDM5B inhibitor
O=C(NC1C[C@H]2CC[C@@H](C1)N2C(=O)Cc1ccc(Br)cc1)c1ccncc1 (some centres undefined)	-11%
CCOc1cccc(C(=O)N(Cc2c(F)cccc2Cl)c2ccccn2)c1	-5%
O=C1Nc2ccccc2C12CN([S+](=O)([O-])c1ccccc1)C2	20%[149 µM]
CCc1ccc(C(=O)N2CCN(C3(CC)CCN(C(=O)NC)C3)CC2)cc1 (centres undefined)	-25%
Cn1c(=O)c2c(ncn2Cc2nc(-c3ccccc3)no2)n(C)c1=O	9%
Cc1cc(C)c(NC(=O)c2ccc(S(=O)(=O)N3CCCC3)cc2)c(Cl)c1	1%
CC(=O)Nc1ccc(-c2nc3ccc(NC(C)=O)cc3o2)cc1	i
Cn1nccc1C(=O)NC(=S)Nc1cc(Cl)cc(Cl)c1	1%
Cc1c(C(=O)OC2CCCC2)[nH]c2c1C(=O)CC(c1ccc(C(C)(C)C)cc1)C2 (centres undefined)	8%
COC(CNc1nc2c(c(=O)n(C)c(=O)n2C)n1Cc1ccc(F)cc1)OC	-7%
